# High-throughput results as filed in PubChem BioAssay.
# STAT1 blocker – STAT1 signaling inhibitors, primary screen, cell-based, HTS, luciferase reporter; NIH 3T3 STAT1-luciferase reporter, IFN-gamma, luminescence; inhibition, % at 5.5 µM; 200,000 compounds, 0.35% hits; AID 920, 2007;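 active = inhibition above a set limit, the mean inhibition across all tested compounds plus 3 SD, cut at about 34% in these data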;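 also: 0% = IFN-gamma with DMSO and 100% = IFN-gamma with 300 µM nifuroxazide; values of inactives mirror those of a sister screen read the other way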
# APP transl inh – inhibitors of APP translation via 5'UTR reporter, primary screen, APP 5'UTR luciferase, SH-SY5Y cells; SH-SY5Y APP 5'UTR-luciferase reporter, luminescence; 190,000 compounds, 0.82% hits; inhibition, % at 2 µM;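 active = inhibition above a set limit, derived from the sample mean plus 3 SD, cut at about 45% in these data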; also: values of inactives mirror those of a sister screen read the other way
# Diaph inh CS – diaphorase inhibitors and chemical oxidizers, primary screen, counter-screen for diaphorase-coupled primary assays, biochemical, uHTS, resorufin fluorescence; 190,000 compounds, 0.69% hits; diaphorase resazurin-to-resorufin fluorescence, NADH, 16 min; bacterial (C. kluyveri) enzyme, not human; AID 1217, 2008; inhibition, % at 20 µM;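 active = primary screen inhibition at 20 µM above a set limit, cut at about 50% in these data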;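 also: plate controls were DMSO with full reaction for no effect and wells lacking NADH for full effect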
#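 Test system: diaphorase enzyme from Clostridium kluyveri; amount: diaphorase at 0.14 U/mL in enzyme working solution; detection: fluorescence of resorufin formed from resazurin, Ex 544/Em 590 nm; times: reaction incubation of 16 min at room temperature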
# STAT1 activator – STAT1 signaling activators, primary screen, cell-based, HTS, luciferase reporter. NIH 3T3 STAT1-luciferase reporter, IFN-gamma, luminescence; 100% = IFN-gamma alone, no compound. activation (% of control), % at 5.5 µM. 200,000 compounds, 2.6% hits;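 active = activation above the screen-wide mean activation plus 3 SD, cut at about 130% in these data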;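 also: raw ratio to IFN-gamma control signal so 100% means no change and 0% no light; values of inactives mirror those of a sister screen read the other way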
# TLR4-MyD88 BLA – inhibitors of TLR4-MyD88 association in cells, primary screen, cell-based, HeLa CL3-4, BLA complementation, FRET ratio | Toll-like receptor 4 (Homo sapiens) + Myeloid differentiation primary response protein … | HeLa CL3-4 TLR4/MyD88 BLA complementation | inhibition, % at 8.4 µM | 200,000 compounds, 0.18% hits | AID 861, 2007; in the data active = inhibition above about 25%;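 also: 0% = vehicle and 100% = reference inhibitor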
# Target sequence (O00206 whole entry, looked up): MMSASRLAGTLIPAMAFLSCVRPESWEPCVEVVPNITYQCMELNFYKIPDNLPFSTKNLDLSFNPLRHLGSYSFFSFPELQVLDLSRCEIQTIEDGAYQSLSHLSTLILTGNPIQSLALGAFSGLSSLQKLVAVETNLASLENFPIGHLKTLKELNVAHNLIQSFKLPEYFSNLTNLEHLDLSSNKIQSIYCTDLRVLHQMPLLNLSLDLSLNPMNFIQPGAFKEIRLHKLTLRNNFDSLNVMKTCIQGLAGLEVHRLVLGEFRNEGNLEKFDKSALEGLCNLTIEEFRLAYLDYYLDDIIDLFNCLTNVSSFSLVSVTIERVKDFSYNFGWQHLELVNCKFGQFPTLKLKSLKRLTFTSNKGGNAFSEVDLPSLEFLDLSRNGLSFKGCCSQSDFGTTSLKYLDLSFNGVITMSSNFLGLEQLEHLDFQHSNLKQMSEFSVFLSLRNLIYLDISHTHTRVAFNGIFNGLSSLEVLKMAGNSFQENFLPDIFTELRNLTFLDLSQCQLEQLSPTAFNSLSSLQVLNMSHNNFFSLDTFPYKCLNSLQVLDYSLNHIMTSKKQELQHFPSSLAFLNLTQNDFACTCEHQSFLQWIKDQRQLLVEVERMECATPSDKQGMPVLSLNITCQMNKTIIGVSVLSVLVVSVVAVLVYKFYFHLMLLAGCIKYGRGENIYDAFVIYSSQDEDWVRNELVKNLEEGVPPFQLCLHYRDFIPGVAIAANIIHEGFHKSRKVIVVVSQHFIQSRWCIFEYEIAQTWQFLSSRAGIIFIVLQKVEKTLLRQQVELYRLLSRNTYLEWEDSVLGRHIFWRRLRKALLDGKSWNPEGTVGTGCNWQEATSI
# Target sequence (Q99836 whole entry, looked up): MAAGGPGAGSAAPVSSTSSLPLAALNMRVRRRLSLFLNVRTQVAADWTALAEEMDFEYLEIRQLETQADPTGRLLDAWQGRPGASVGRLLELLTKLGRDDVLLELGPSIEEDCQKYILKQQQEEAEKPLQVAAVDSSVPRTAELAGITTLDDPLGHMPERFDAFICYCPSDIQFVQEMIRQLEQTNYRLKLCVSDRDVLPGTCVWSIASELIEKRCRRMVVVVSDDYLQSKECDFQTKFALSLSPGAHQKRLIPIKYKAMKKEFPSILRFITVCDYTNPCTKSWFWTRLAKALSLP
# G6PDH counter – L. mesenteroides G6PDH inhibitors, counter-screen for G6PDH-coupled screening assays, biochemical, Leuconostoc mesenteroides enzyme. glucose-6-phosphate dehydrogenase [Leuconostoc mesenteroides]. Purified L. mesenteroides G6PDH, diaphorase/resazurin coupled fluorescence, 45 min. inhibition, % at 5 µM. 200,000 compounds, 0.12% hits; in the data active = inhibition above about 50%
# STAT3 inh – IL-6 driven STAT3 reporter inhibitors, primary screen, U3A cells, luciferase, luminescence, MLSCN library. IL-6 STAT3-luciferase reporter; host cell line lacks STAT1. 190,000 compounds, 0.89% hits. inhibition, % at 5.5 µM;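 active = inhibition above the mean inhibition across all screened compounds plus 3 SD, cut at about 44% in these data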;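 also: 0% = DMSO only wells and 100% = 100 µM nifuroxazide control wells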
# STAT3 activator – IL-6 driven STAT3 reporter potentiators, primary screen, U3A cells, luciferase, luminescence, MLSCN library; 190,000 compounds, 0.91% hits; AID 871, 2007; activation (% of control), % at 5.6 µM; IL-6 STAT3-luciferase reporter; 100% = signal with IL-6 EC80 alone;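 active = activation above the screen-wide mean of compound activation plus 3 SD, cut at about 130% in these data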;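 also: 0% = background luminescence of wells with medium and substrate only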
#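 Material: STAT3-luciferase reporter U3A cells; Probe or stimulus: IL-6 (33 ng/mL); Incubation: compound pre-incubation 1 h before IL-6, then 6 h stimulation at 37 °C; Technique: luminescence from STAT3-driven luciferase reporter; Evaluation: % activation versus median of IL-6-stimulated wells; Controls: IL-6-only high control.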
# Diaph act CS – compounds boosting diaphorase resazurin reduction – biochemical, uHTS, resorufin fluorescence, counter-screen for diaphorase-coupled primary assays, primary screen. Diaphorase/resazurin coupled assay, 16 min; hits give high values; 1 = vehicle wells, 0 = NADH-free wells. activation factor at 20 µM. 190,000 compounds, 0.005% hits. AID 1229, 2008;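 active = diaphorase activity raised at least twofold by the compound at 20 µM; inactive = activation factor below 2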
#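 Material: Clostridium kluyveri diaphorase, purified enzyme; Quantity: enzyme 0.07 U/mL final; Medium: HEPES pH 7.4 buffer with MgCl2 and Tween 20; Dosing: single compound dose of 20 µM, 1% DMSO final; Schedule: 16 min reaction at room temperature; Measured by: red resorufin fluorescence at 544/590 nm excitation/emission.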
# Hsp70 act – Hsp70 transcriptional activators, primary screen, cell-based, HeLa, Hsp70 promoter luciferase, luminescence, 10 µM; HeLa Hsp70 promoter luciferase reporter; scaled: vehicle 0, proteasome-inhibitor control 100%; activation, % at 10 µM; 200,000 compounds, 0.04% hits; AID 1203, 2008;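 active = activation above the mean across all tested compounds plus 3 SD, cutoff set per campaign, cut at about 5.5% in these data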;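 also: 100% = MG132 at 30 µM as the positive control and 0% = DMSO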
# Active calls of the source: *; . = no result given.
# Value order – STAT1 blocker, APP transl inh, Diaph inh CS, STAT1 activator, TLR4-MyD88 BLA, G6PDH counter, STAT3 inh, STAT3 activator, Diaph act CS, Hsp70 act
COc1ccc(F)cc1S(=O)(=O)N1CC(C)CC(C)C1 (centres undefined)
    -1, 21, 17, 101, -16, -1, 5, 101, 0.8, -0.1
COc1ccc(/C=N/n2cnnc2SCc2ccc(OC)cc2)cc1
    -7, 7, 8, 106, -7, -33, -8, 110, 0.9, -0.3
CCCCn1c(SCC(N)=O)nc2ccc(N3CCOCC3)cc2c1=O
    2, -4, 24, 97, -1, 37, 13, 96, 0.8, -0.1
Cc1ccc(C)c(S(=O)(=O)N2CCN(CC(=O)NC(=O)NCc3ccccc3)CC2)c1
    -3, 1, 9, 102, -6, 8, 17, 89, 0.9, 0.2
O=C(CCCc1cccs1)Nc1nc2c(s1)CCCC2
    -7, -52, 16, 106, 19, -12, -36, 133*, 0.8, 0.3
O=C(Cn1nnc(-c2ccccc2)n1)OCc1ccccc1
    -1, 9, 17, 101, 4, 5, 5, 101, 0.8, -0.2
CCOC(=O)N1CCN(C(=O)CN(c2cccc(C(F)(F)F)c2)S(C)(=O)=O)CC1
    5, -7, 11, 96, -1, 11, 9, 99, 0.9, 0.0
Cc1cc(=O)oc2cc(OCC(=O)OCC(=O)Nc3ccc(C(C)C)cc3)ccc12
    5, -11, 15, 97, -1, -9, -2, 100, 0.8, -0.5
CNCc1ccccc1Sc1cccc2ccccc12
    13, 6, 12, 88, 5, -1, 18, 87, 0.9, -0.3
COc1cc(C2NC(=O)NC(C)=C2C(=O)OC(C)(C)C)ccc1OCC(=O)O (centres undefined)
    0, 13, 20, 100, -5, -7, -3, 102, 0.8, -0.6
CCN(CC)CCn1c(NCc2cc(OC)ccc2OC)nc2ccccc21
    0, -1, 1, 97, 0, -2, 1, 102, 1, 0.0
CN(C(=O)Cn1cccc1C1=NC(c2ccccc2)CO1)c1ccccc1 (centres undefined)
    4, -16, 12, 96, -1, 0, 0, 104, 0.9, -0.2
COc1ccc(CNC(=O)CCSCc2cccc(Cl)c2)c(OC)c1
    -7, -4, 11, 107, -1, 12, -5, 105, 0.9, -0.4
CCCCN1C(=O)C(NC(=O)C2CC2)(C(F)(F)F)C2=C1CC(C)(C)CC2=O (centres undefined)
    -3, -11, 11, 103, 5, -1, 10, 98, 0.9, 0.5
COc1c2c(nc3occc13)C(CC=C(C)C)(OC)C(=O)C=C2 (centres undefined)
    3, -20, ., 96, -12, 12, 6, 96, ., 0.0
Cc1onc(C(=O)N2CCN(Cc3ccccc3)CC2)c1[N+](=O)[O-]
    -2, 13, 5, 102, -1, 20, 6, 95, 1, 0.3
Cn1c(N)c(C(=O)COC(=O)CSc2ccccc2)c(=O)n(C)c1=O
    -3, 13, 11, 103, 1, 17, 0, 101, 0.9, -0.2
COc1ccc(/C=N/NC(=O)c2cccc([N+](=O)[O-])c2)cc1O
    -7, 18, 5, 104, 4, 8, 0, 104, 0.9, -0.1
Cc1cc(NC(=O)CCCC(=O)NCc2cccs2)no1
    -3, -14, 19, 103, -8, 1, 7, 95, 0.8, -0.1
COc1ccc(-c2cc(CNS(=O)(=O)c3ccc(F)cc3)on2)cc1
    -3, -2, 19, 103, -4, 2, -3, 102, 0.8, -0.2
Cc1ccc(C(=O)CSc2nnc(-c3ccncc3)n2C)cc1
    1, -13, 12, 97, 2, 0, 8, 99, 0.9, -0.2
Cc1cccc2sc(NNC(=O)c3ccc(S(=O)(=O)N4CCc5ccccc5C4)cc3)nc12
    7, 20, -4, 93, 9, 4, -12, 110, 1, -0.1
COc1ccc(CN(C(=S)Nc2ccccc2)C2CC(=O)N(c3ccc(F)cc3)C2=O)cc1 (centres undefined)
    3, 2, 14, 98, 4, 3, -4, 104, 0.9, -0.2
Cc1cc(C)nc(NS(=O)(=O)c2ccc(NC(=O)C3CC(=O)N(c4ccccc4)C3)cc2)n1 (centres undefined)
    4, -10, -8, 96, -9, 2, 5, 101, 1.1, -0.2
CC(C)(C)c1nc(CN2CCOCC2)ccc1O
    -6, -4, -13, 106, -8, 27, 14, 91, 1.1, 0.1
CC(NC(=O)NCC1CCCO1)(C(F)(F)F)C(F)(F)F (centres undefined)
    -1, 6, 14, 101, -5, -22, 1, 100, 0.9, 0.1
Cc1cc(Cl)ccc1Oc1cccc(C(=O)/C(C#N)=C/N(C)C)c1
    0, 15, 18, 95, -2, -6, 9, 93, 0.8, -0.5
CC1(C)CC(=O)C2=C(C1)N(Cc1cccnc1)C(=O)C2(NC(=O)c1cccnc1)C(F)(F)F (centres undefined)
    -5, 6, 3, 104, 10, 17, 6, 105, 1, -0.1
Cc1ccc(Nc2nc(C)c(CCC(C)C)c(=O)[nH]2)cc1
    -12, -11, 11, 111, -12, -4, 28, 79, 0.9, -0.1
Cc1ccc(C2CC(c3ccccc3)=NN2C(=O)CSc2nnc(-c3ccncc3)n2C)o1 (centres undefined)
    14, 4, 12, 88, 9, -4, 20, 84, 0.9, -0.3

# Record cards (already shown).
# Cc1onc(C(=O)N2CCN(Cc3ccccc3)CC2)c1[N+](=O)[O-] in the list: STAT1 blocker = -2; APP transl inh = 13; Diaph inh CS = 5; STAT1 activator = 102; TLR4-MyD88 BLA = -1; G6PDH counter = 20; STAT3 inh = 6; STAT3 activator = 95; Diaph act CS = 1; Hsp70 act = 0.3
# Cn1c(N)c(C(=O)COC(=O)CSc2ccccc2)c(=O)n(C)c1=O in the list: STAT1 blocker = -3; APP transl inh = 13; Diaph inh CS = 11; STAT1 activator = 103; TLR4-MyD88 BLA = 1; G6PDH counter = 17; STAT3 inh = 0; STAT3 activator = 101; Diaph act CS = 0.9; Hsp70 act = -0.2

# (continued)
# Value order – STAT1 blocker, APP transl inh, Diaph inh CS, STAT1 activator, TLR4-MyD88 BLA, G6PDH counter, STAT3 inh, STAT3 activator, Diaph act CS, Hsp70 act
CCN1CCn2c3c(c4cc(Br)ccc42)CCCC31 (centres undefined)
    -8, 2, ., 108, 8, ., 10, 96, ., -0.4
Cc1cc(C)cc(NCc2cc3c(cc2[N+](=O)[O-])OCO3)c1
    3, 0, 7, 97, -20, 8, 6, 101, 0.9, -0.1
COc1ccc(/C=N/NC(=O)CC(=O)NC2CCCCC2)cc1
    2, -15, -23, 97, -17, 3, -6, 110, 1.2, -0.1
CS(=O)(=O)c1ccc2nc(NC3(C(F)(F)F)N=C4SCCN4C3=O)sc2c1 (centres undefined)
    -12, 2, 20, 111, -11, 3, 0, 99, 0.8, -0.3
COc1ccc(C2CC(c3ccccc3)=NN2C(=O)COC(=O)c2cc(S(=O)(=O)N3CCOCC3)ccc2F)cc1 (centres undefined)
    -1, 2, 15, 101, -2, -3, 8, 97, 0.9, -0.2
Cc1cc(C(=O)N/N=C/c2cccs2)no1
    -19, 9, -20, 117, -8, -1, -3, 107, 1.2, 0.2
O=C(Nc1ccc2oc(-c3cccc(F)c3)nc2c1)c1ccccc1F
    -21, ., 2, 119, 6, 1, 28, 81, 1, -0.3
CCOC(=O)Cc1c(C)nc(-c2ccccc2)[nH]c1=O
    0, -9, -5, 100, 1, 3, 9, 94, 1, -0.1
O=C(c1ccco1)N1CCN(Cc2nnnn2CC2CCCO2)CC1 (centres undefined)
    -3, -7, 2, 101, 5, 14, -3, 106, 1, -0.5
N#Cc1c(NC(=O)c2ccccc2)sc2c1CCC2
    -67, -109, 9, 169*, -10, 4, 7, 94, 0.9, -0.2

# Reformatted field by field: part of the list above.
> COc1ccc(/C=N/NC(=O)CC(=O)NC2CCCCC2)cc1
  STAT1 blocker: 2
  APP transl inh: -15
  Diaph inh CS: -23
  STAT1 activator: 97
  TLR4-MyD88 BLA: -17
  G6PDH counter: 3
  STAT3 inh: -6
  STAT3 activator: 110
  Diaph act CS: 1.2
  Hsp70 act: -0.1

> CS(=O)(=O)c1ccc2nc(NC3(C(F)(F)F)N=C4SCCN4C3=O)sc2c1 (centres undefined)
  STAT1 blocker: -12
  APP transl inh: 2
  Diaph inh CS: 20
  STAT1 activator: 111
  TLR4-MyD88 BLA: -11
  G6PDH counter: 3
  STAT3 inh: 0
  STAT3 activator: 99
  Diaph act CS: 0.8
  Hsp70 act: -0.3

> COc1ccc(C2CC(c3ccccc3)=NN2C(=O)COC(=O)c2cc(S(=O)(=O)N3CCOCC3)ccc2F)cc1 (centres undefined)
  STAT1 blocker: -1
  APP transl inh: 2
  Diaph inh CS: 15
  STAT1 activator: 101
  TLR4-MyD88 BLA: -2
  G6PDH counter: -3
  STAT3 inh: 8
  STAT3 activator: 97
  Diaph act CS: 0.9
  Hsp70 act: -0.2

# Entries listed so far shown as hits in STAT1 activator.
SMILES,STAT1 blocker,APP transl inh,STAT1 activator,TLR4-MyD88 BLA,STAT3 activator,Hsp70 act
N#Cc1c(NC(=O)c2ccccc2)sc2c1CCC2,-67,-109,169*,-10,94,-0.2
